esBAF inh: blocks esBAF chromatin remodeling in mouse ES cells; reporter increase, % at 12.5 µM; hit rate 2% among 350,000; Bmi1-luciferase knock-in reporter, 24 h; 100% = twice the neutral-well signal; in the data active means activation above about 40%; inconclusive means no clear call, values can overlap the other calls;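 further: 0% = median of the plate's neutral control wells and 100% = double that signal; a rise in the Bmi1 reporter signal indicates esBAF inhibition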
RAD54 inh: inhibitors of human RAD54 branch migration | RAD54 Holliday junction branch migration, FAM/BHQ fluorescence | inhibition, % at 10.4 µM | hit rate 0.14% among 360,000;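 active means mean normalized replicate activity at least 40 and at least half of replicates scoring 40 or more; inconclusive means only one of the two criteria met; inactive means mean below 40 and under half of replicates reaching 40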;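 further: 0% = median of neutral control wells and 100% = median of positive control wells; inhibitors cause a drop in the FAM fluorescence signal; in these data hits start at about 50%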
Target sequence (Q92698 whole entry, looked up): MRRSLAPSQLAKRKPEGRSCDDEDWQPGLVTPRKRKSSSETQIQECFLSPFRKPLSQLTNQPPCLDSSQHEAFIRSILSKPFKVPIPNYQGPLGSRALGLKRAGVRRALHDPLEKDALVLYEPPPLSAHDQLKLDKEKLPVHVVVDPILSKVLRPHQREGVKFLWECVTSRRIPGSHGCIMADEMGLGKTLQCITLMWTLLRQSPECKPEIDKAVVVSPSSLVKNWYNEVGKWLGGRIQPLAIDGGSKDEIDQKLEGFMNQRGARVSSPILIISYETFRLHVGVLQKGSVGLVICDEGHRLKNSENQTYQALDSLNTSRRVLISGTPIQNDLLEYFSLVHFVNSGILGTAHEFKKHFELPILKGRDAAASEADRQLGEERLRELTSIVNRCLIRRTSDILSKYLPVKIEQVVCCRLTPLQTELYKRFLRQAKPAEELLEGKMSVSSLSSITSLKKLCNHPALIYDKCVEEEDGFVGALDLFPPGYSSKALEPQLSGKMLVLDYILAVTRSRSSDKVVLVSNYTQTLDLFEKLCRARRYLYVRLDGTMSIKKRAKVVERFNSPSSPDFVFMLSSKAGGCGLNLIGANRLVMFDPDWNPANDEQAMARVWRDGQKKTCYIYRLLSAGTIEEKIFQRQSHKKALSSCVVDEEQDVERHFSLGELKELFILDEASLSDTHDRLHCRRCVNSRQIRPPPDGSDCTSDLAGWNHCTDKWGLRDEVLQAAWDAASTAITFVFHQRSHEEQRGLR
* marks the source's active call; other numbers are inactive results; ? = inconclusive.

The line under a structure holds: esBAF inh	RAD54 inh
> COc1ccc(OC)c(C2=NOC(C(=O)Nc3cccnc3)C2)c1 (centres undefined)
  -3	7
> N#CC12CCCCC1CC1CCCCC1(C#N)N2Cc1ccccn1 (centres undefined)
  4	-1
> O=C(O)CCc1ccc(-c2cccs2)n1NC(=O)c1ccco1
  -1	-8
> CCN(CC)S(=O)(=O)c1ccc(F)c(C(=O)NCCCN2CCOCC2)c1
  -12	13
> O=S1(=O)CCN2C(=N1)SC1=C2CCN(Cc2ccccc2)C1
  -4	5
> CC12CCC(C(=O)N3CCN(c4ncccn4)CC3)(c3nc4ccccc4nc31)C2(C)C (centres undefined)
  -5	-6
> CCCC/C(C)=N/NC(=O)Nc1ccccc1
  15	1
> CC(C)c1nc2cc3ccccc3cc2[nH]1
  24	8
> O=C(O)[C@H]1CCCC[C@H]1C(=O)NCCc1ccccc1
  6	-3
> N#CCCN(C1CCCCC1)S(=O)(=O)CCOc1ccccc1
  -1	-4
> CCOC(=O)c1c(NC(C)=O)sc2c1CCCNC2=O
  -9	-6
> CCN(CC)c1ccc(S(=O)(=O)N2CCOCC2)cc1NC(=O)CSc1nncs1
  -2	3
> N#CC(C(=O)Nc1ccccc1)=C1Nc2ccccc2N1
  30	1
> Cc1nc(C)c(C(=O)Nc2nc3c(C)cccc3s2)o1
  -36	-6
> COc1cccc(/C=N/N2C(=O)NC3(CCCCC3)C2=O)c1O
  22	4
> Clc1ccc(C(c2nnnn2C2CCCC2)N2CCN(Cc3ccncc3)CC2)cc1 (centres undefined)
  -1	-4
> COc1ccc(CN2c3cc(S(=O)(=O)N4CCOCC4)ccc3N3CCCC32)cc1 (centres undefined)
  1	0
> Cc1ccc(-c2csc(-c3c[nH]c4ccccc34)n2)cc1
  ?	5
> COc1ccc(NCc2nnc(SCC(=O)c3ccc(OC)cc3)o2)cc1
  3	14
> CCC(CC)c1nnc(NC(=O)c2nc3nc(C)cc(C)n3n2)s1
  -3	-15
> O=C(O)c1cccc2[nH]c(C(F)(F)F)nc12
  -5	5
> COc1ccc(NC(=O)ON=C2c3ccccc3-c3ccccc32)cc1
  4	-9
> N/C(Cc1ccc([N+](=O)[O-])cc1)=N\OC(=O)c1ccc([N+](=O)[O-])cc1
  -1	2
> CCCC(=O)O[C@@H]1C[C@@H](C)N(C(=O)c2ccccc2)c2ccc(C)cc21
  5	-5
> CCOC(=O)C1=C(N)OC2=C(C(=O)CCC2)C1c1ccco1 (centres undefined)
  -1	4
> CN(C)CCCCNCCCNC(=O)/C=N\O
  -14	-2
> c1ccc(C[C@H]2CNCCN2CCC23CC4CC(CC(C4)C2)C3)cc1
  -2	12
> CCOC(=O)N1CCN(C(=O)c2ccc(N3CCCC3=O)cc2)CC1
  -3	3
> OC1(c2cccc(C(F)(F)F)c2)CCN(c2ncnc3c2[nH]c2ccccc23)CC1
  2	2
> CCOC(=O)N1CCC(n2c(SCC(=O)c3ccccc3)nc3ccsc3c2=O)CC1
  -5	-3
> O=C(COC(=O)c1cc[n+]([O-])cc1)NCC12CC3CC(CC(C3)C1)C2
  -3	6
> CC(=O)OC12CC3CC(C1)C(=NO)C(C3)C2
  3	10
> Cc1ccccc1-n1nc(-c2ccc(N)cc2)cc1N
  5	-28
> Cc1ccc(-c2ccc(=O)n(CC(=O)NCCN3C(C)CCCC3C)n2)cc1 (centres undefined)
  -4	-18
> O=C(CSC1=NCCS1)N1CCCC1
  1	-1
> COc1cc(F)ccc1S(=O)(=O)N1CCN(C23CC4CC(CC(C4)C2)C3)CC1
  -10	-3
> CCc1cc2c(N3CCCCC3)ncnc2s1
  -25	-4
> Cc1cc(C)n(-c2ccc(C(=O)Nc3ccc4c(c3)OCCO4)cc2)n1
  56*	-1
> CC12CCC(C(=O)NC3CCCC3)(CC1=O)C2(C)C (centres undefined)
  3	-16
> COc1cc2nc(N(C)C)nc(N)c2cc1OC
  -9	94*
> Cc1ccc(SCCC(=O)NCc2ccco2)cc1
  -6	-4
> COc1ccc(C(C(=O)NC2CCCC2)N(Cc2ccc(C)cc2)C(=O)c2ccn[nH]2)cc1OC (centres undefined)
  2	-4
> CCc1cccc2c(C=C(C#N)C#N)cn(CC(=O)N3CCCC3)c12
  -5	-8
> CCN(CC)CCCN1C(=O)c2oc3ccccc3c(=O)c2C1c1cc(OC)ccc1OC (centres undefined)
  3	-1
> CCCC(=O)NC(=S)Nc1cccc(Cl)c1N1CCCCC1
  4	-9
> CCn1c(=O)n(CC(=O)Nc2cc(OC)ccc2OC)c(=O)c2ccccc21
  -5	0
> Cc1csc(NC(=O)C2(C)CCN2C(=O)C(C)C)c1C#N (centres undefined)
  -3	6
> O=C(NCCCN1CCCCCC1)c1ccc(N2CCCC2=O)cc1
  -5	-5
> O=C(C1CC(c2ccccc2O)=NO1)N1CCc2ccccc2C1 (centres undefined)
  -4	2
> COc1ccc(NC(C)=O)cc1NC(=O)CN1CCN(CC(=O)Nc2ccccc2Cl)CC1
  2	3
> Cn1nnc2c(N3CCCCC3)nccc21
  2	-6
> O=C(NC12CC3CC(CC(C3)C1)C2)N1CC2Cc3cccc(=O)n3C(C2)C1 (centres undefined)
  7	-5
> NC(=O)c1cccn1Cc1ccccc1Cl
  -3	-6
> Cn1c(SCC(=O)NC2CCCCCC2)nnc1-c1cccs1
  5	-1
> Nc1nc(-c2ccccc2)nn1C(=O)Cc1ccccc1
  -3	10
> O=C(O)c1ncc(-c2ccccc2)cn1
  -2	-5
> COC(=O)C(NC(=O)c1ccc(F)cc1)(Nc1ncc(S(=O)(=O)c2ccc([N+](=O)[O-])cc2)s1)C(F)(F)F (centres undefined)
  -2	7
> CC(C)c1ccc(-c2nnn(CCC(=O)O)n2)cc1
  -77	-3
> O=C(Cc1c(C(=O)O)[nH]c2ccccc12)NCCN1CCN(c2cccc(Cl)c2)CC1
  -1	3
> COc1ccc(-n2c(CNC(=O)c3ccc(S(=O)(=O)N4CCCC4)cc3)n[nH]c2=S)cc1
  11	3

(next part)
The line under a structure holds: esBAF inh	RAD54 inh
> COc1cccc(C(=O)NCc2ccccc2OC)c1
  10	-5
> Oc1c(Br)cc(/C=N/n2c(-c3ccccc3)n[nH]c2=S)c(O)c1Br
  -7	2
> CC(C)(C)C(=O)NC(Nc1cccc2cccnc12)C(Cl)(Cl)Cl (centres undefined)
  -3	-13
> COC(=O)c1ccccc1NC(=O)Nc1nnc(N2CCCCC2C)s1 (centres undefined)
  6	5
> CC1CCCCN1Cc1nc2c(c(=O)n(C)c(=O)n2C)n1CCCc1ccccc1 (centres undefined)
  9	-4
> CCOC(=O)C1Oc2ccccc2C(c2ccoc2)=C1C(=O)OC (centres undefined)
  -6	-19
> O=C(NCCN1CCOCC1)C1CCN(S(=O)(=O)N2CCCCC2)CC1
  -1	-11
> CN(c1ccccc1)S(=O)(=O)c1ccc(NC(=S)Nc2ccccc2)cc1
  -6	2
> Cc1nc(NC(=O)CN2CCOCC2)sc1-c1ccccc1
  50*	-1
> COc1ccccc1-c1cc2ccccc2[nH]1
  74*	9
> CCN1CCN(C(=O)C(C)N(c2ccc(C)cc2)S(C)(=O)=O)CC1 (centres undefined)
  -1	1
> O=C(NCc1cn2ccsc2n1)c1cccc(C(F)(F)F)c1
  2	9
> CCOC(=O)c1[nH]c(C)c(C(=O)NC2CCCCCC2)c1C
  -4	2
> CCOC(=O)CSc1nnc(CSc2nc3ccccc3c(=O)[nH]2)n1-c1ccccc1
  8	3
> Fc1ccc(-c2cc3nc(-c4ccccc4)cc(N4CCOCC4)n3n2)cc1
  -2	9
> COc1ccc(Cl)c(Cn2c(NCCCO)nc3c2c(=O)n(C)c(=O)n3C)c1
  -7	0
> Cc1nn(C)c(C)c1NC(=O)c1ccc(Cl)cc1
  -7	1
> Nc1nc(-c2ccccc2)cn1N
  13	-2
> Cc1ccc(C(=O)OCC(=O)Nc2ccccc2N2CCOCC2)cc1
  -7	2
> NC(=O)C1CC(O)CN1c1nc(CN2CCOCC2)nc2scc(-c3ccccc3)c12 (centres undefined)
  -2	-10
> Cc1cc(NC(=O)COc2ccc(N(C)S(=O)(=O)c3ccccc3)cc2)no1
  -1	-4
> O=C(NC1CCCCC1)C(c1ccccc1)N1CCOCC1 (centres undefined)
  -8	-13
> Cc1cc2nc(N)sc2cc1[N+](=O)[O-]
  12	-9
> COc1ccc(C)cc1Nc1nc(N)c2cc(OC)c(OC)cc2n1
  1	51*
> CN(C)CCNC=C(C(=O)Nc1ccc(Cl)cc1Cl)C(=O)Nc1ccc(Cl)cc1Cl
  5	-3
> CCCOc1ccc(S(=O)(=O)NCCN2CCOCC2)c2ccccc12
  3	0
> Cc1nn(-c2ccccc2)c2c1C(=O)N(c1ccccc1)C(=O)C(C)(C)C2
  -4	1
> CC(C)C(=O)Nc1ccc(-c2csc(-c3ccccc3)n2)cc1
  71*	-11
> O=C(c1cccc2cccc(O)c12)N1CCCCC1
  -7	18
> COc1ccc(C(=O)NCC(=O)O)cc1
  7	2
> O=C(NC(c1ccc(-c2ccccc2)cc1)c1cnccn1)C1CCN(Cc2cccc(C(F)(F)F)c2)CC1 (centres undefined)
  -6	-10
> COc1ccc(C2N=C(c3ccccc3)C(C)(C)N2O)cc1OC (centres undefined)
  -8	-2
> Nc1nc2nc(-c3ccc(OCc4ccccc4)cc3)cc(C(F)(F)F)n2n1
  6	-7
> O=C(CSc1ncn[nH]1)Nc1ccccc1Sc1ccccc1
  -4	-1
> Cc1ccc(Cl)cc1NC(=O)COC(=O)C1CCCC1
  -7	-1
> O=C(CSc1nnc(-c2ccco2)n1CC1CCCO1)c1ccc(F)cc1 (centres undefined)
  8	-10
> O=C(/C=C/c1cc2c(cc1Br)OCO2)NCc1ccc(Cl)cc1
  3	7
> COc1ccc(C(C(=O)NC2CCCC2)N(C(=O)c2ccco2)c2ccc3c(c2)OCO3)cc1OC (centres undefined)
  -5	-6
> COc1ccc(NC(=O)CSc2nnc(-c3cccnc3)n2Cc2ccco2)c(OC)c1
  -2	-12
> CCOC(=O)Nc1ccc2c(CN3C(=O)NC4(CCCC4)C3=O)cc(=O)oc2c1
  3	4
> O=C(Nc1cccc(/C=C/c2ccccn2)c1)c1ccc(-n2cncn2)cc1
  28	-5
> O=C(Cn1cccc1C(=O)c1ccccc1)NCCCN1CCOCC1
  -11	0
> O=C(NCCO)c1cc2ccccc2cc1O
  0	7
> Cc1ccc(S(=O)(=O)/N=C2/C=C(Sc3ncn[nH]3)C(=O)c3ccccc32)cc1
  -14	11
> Nn1c(CN2CCCCC2)nc2ccccc2c1=O
  6	16
> COc1ccc(OC)c(C(c2nnnn2C2CCCC2)N2CCN(c3ccc(F)cc3)CC2)c1 (centres undefined)
  -3	1
> O=C(Nc1ccccc1C(=O)N1CCOCC1)c1ccc(F)cc1
  0	3
> CCOc1cc(-c2nc(-c3ccncc3)no2)cc(OCC)c1OCC
  -4	-5
> O=C(CN1CCc2[nH]c3ccccc3c2C1)N1CCCCC1
  -3	-3
> O=C(O)C1CC=CCC1C(=O)Nc1cccc(Cl)c1 (centres undefined)
  9	-3
> COc1ccccc1N(Cc1cc2cccc(C)c2[nH]c1=O)C(=O)C(C)C
  -3	6
> CCOC(=O)N1CCN(C2CC(=O)N(c3ccc(Cl)c(Cl)c3)C2=O)CC1 (centres undefined)
  -7	0
> CCn1c(COc2cccc(C)c2)nc2ccccc21
  13	9
> Cc1cccc(-n2ncc3c(NCc4ccco4)ncnc32)c1
  82*	-12
> COCCCNC(=O)Cn1nnc(-c2ccccc2NC(=O)c2ccc(F)cc2)n1
  -1	3
> OC1CN=C2C=CC=CN2C1 (centres undefined)
  -4	-7
> COC(=O)CCSCc1cn2cc(Cl)ccc2n1
  -22	-2
> COc1ccc(C(=O)Nc2cccc(-c3nc4ncccc4o3)c2C)cc1OC
  4	-5
> O=C(C1COc2ccccc2O1)N1CCN(c2ccccc2)CC1 (centres undefined)
  1	0
> CCN1C(=O)C(CC(=O)Nc2cc(C)ccc2C)SC1=Nc1ccc(S(N)(=O)=O)cc1 (centres undefined)
  4	9

(more compounds)
The line under a structure holds: esBAF inh	RAD54 inh
> O=C1OC(c2ccc(Cl)cc2)=N/C1=C\c1cccnc1
  2	-2
> O=C(CSc1nc2ccccc2o1)NCc1ccco1
  -7	-2
> Cc1c(CCC(=O)NCCCn2ccnc2)c(=O)oc2c(C)c3oc4c(c3cc12)CCCC4
  -47	25
> Cc1cccc(C(=O)NCCN2CCN(c3ccccc3)CC2)c1
  -1	-7
> Cc1ccc(Cl)cc1N(Cc1ccc(C(=O)NCc2cccnc2)cc1)S(=O)(=O)c1ccccc1
  -1	3
> COc1ccc(Cn2c(=O)[nH]c3cc(C(=O)N4CCN(c5ccccc5OC)CC4)ccc3c2=O)cc1
  0	0
> COCCn1nnnc1C(c1ccc(OC)cc1)N1CCN(c2ccccc2F)CC1 (centres undefined)
  4	2
> C=CC(=O)Nc1ccc(Br)cc1
  -10	-6
> CC1CN=C(NC2CCCCC2C)S1 (centres undefined)
  0	-17

Among those listed so far, 7 contain a thiophene ring, fused or not:
The line under a structure holds: esBAF inh	RAD54 inh
> O=C(O)CCc1ccc(-c2cccs2)n1NC(=O)c1ccco1
  -1	-8
> CCOC(=O)c1c(NC(C)=O)sc2c1CCCNC2=O
  -9	-6
> CCOC(=O)N1CCC(n2c(SCC(=O)c3ccccc3)nc3ccsc3c2=O)CC1
  -5	-3
> CCc1cc2c(N3CCCCC3)ncnc2s1
  -25	-4
> Cc1csc(NC(=O)C2(C)CCN2C(=O)C(C)C)c1C#N (centres undefined)
  -3	6
> Cn1c(SCC(=O)NC2CCCCCC2)nnc1-c1cccs1
  5	-1
> NC(=O)C1CC(O)CN1c1nc(CN2CCOCC2)nc2scc(-c3ccccc3)c12 (centres undefined)
  -2	-10

Screening results from PubChem BioAssay.

A portion of the library; rates above refer to the full screens.
